ssDAF12 agonist – activators of S. stercoralis DAF-12 nuclear receptor. HEK293 ssDAF-12/GRIP1 lit1-tk-luc reporter, luminescence; % of 3 µM dafachronic acid response. activation, % at 6.8 µM. AID 652126. 370,000 compounds, 1% hits;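 active means activation above the mean over all tested compounds plus 3 SD, cut at about 0.9% in these data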;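 further: 0% = DMSO-only wells and 100% = 3 µM delta7-dafachronic acid wells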
SMARCA2 activ – increases SMARCA2 function in MMTV reporter cells | 370,000 compounds, 1% hits | MG213 cells, MMTV-luciferase reporter, dexamethasone, overnight | AID 652017 | activation, % at 9.1 µM; in the data active means activation above about 7.8%;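 further: 0% = vehicle wells and 100% = reference activator wells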
ADAM17 inh – ADAM17 inhibition, QFRET primary screen; P78536; recombinant ADAM17, EDANS/DABCYL FRET peptide cleavage; inhibition, % at 6.95 µM; 370,000 compounds, 0.83% hits; AID 720648;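 active means inhibition above the mean of compounds lying between control limits plus 3 SD, set per campaign, cut at about 8.5% in these data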;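 further: 0% = DMSO-only wells as the low control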
hgDAF12 agonist – hgDAF-12 agonism, primary luciferase screen; HEK293 GAL4-hgDAF12 UAS-luciferase reporter, agonist luminescence; normalized to butyrate control; activation, % at 6.8 µM; 370,000 compounds, 1.8% hits;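 active means activation above a cutoff set at the mean of all screened compounds plus 3 SD, cut at about 10% in these data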;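 further: 0% = DMSO wells and 100% = sodium butyrate wells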
hcDAF12 agonist – activators of H. contortus DAF-12 nuclear receptor; HEK293 hcDAF-12 lit1-tk-luc reporter, luminescence; 0% DMSO, 100% Δ7-dafachronic acid; activation, % at 6.8 µM; 370,000 compounds, 1.4% hits; AID 652067;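 active means activation above the mean of all tested compounds plus 3 SD, cut at about 5.5% in these data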;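 further: 100% = response to 3 µM Δ7-dafachronic acid high control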
Rev-erbA mod – modulates human Rev-erb alpha binding to DNA. P20393. Rev-erbα–FITC-DNA binding, fluorescence polarization, 90 min. 370,000 compounds, 0.79% hits. activity, % at 10 µM;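 active means activity above about 14%, limit read from the data; passing the limit was not always enough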;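 further: 0% = DMSO wells with 35 nM protein and 100% = DMSO wells with 750 nM protein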
MBD2 inh – inhibitors of human MBD2 binding to methylated oligonucleotide. Q9UBB5. TR-FRET. inhibition, % at 4.4 µM. 370,000 compounds, 0.31% hits; in the data active means inhibition above about 13%
DAX1 inh-1 – inhibitors of DAX1 repression of SF-1 activated StAR promoter; HEK293T StAR-luciferase reporter, SF-1/DAX-1 repression relief; inhibition, % at 6.8 µM; 370,000 compounds, 1.1% hits; AID 652010;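 active means inhibition above the mean over all tested compounds plus 3 SD, cut at about 3.6% in these data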;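 further: 0% = DAX-1 cells with DMSO and 100% = cells lacking DAX-1 with DMSO; higher inhibition means more luminescence from relief of DAX-1 repression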
DAX1 inh-2 – inhibitors of human orphan nuclear receptor DAX1 (NR0B1); 340,000 compounds, 0.99% hits; inhibition, % at 6.75 µM; P51843; AID 504766; HEK293 Gal4-DAX1 luciferase reporter, luminescence;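 active means inhibition above the mean over all tested compounds plus 3 SD, cut at about 4.2% in these data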;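 further: 0% = DAX1-transfected cells with DMSO and 100% = empty-vector control cells with DMSO; inhibition shows as a rise in luminescence from relieved DAX1 repression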
PLCg1 inh – PLC-gamma1 (human) inhibition, primary screen. P19174. purified PLC-gamma1, fluorogenic substrate, fluorescence. inhibition, % at 12.2 µM. 370,000 compounds, 0.84% hits. AID 720700; in the data active means inhibition above about 9.5%
Target sequence (P19174 whole entry, looked up): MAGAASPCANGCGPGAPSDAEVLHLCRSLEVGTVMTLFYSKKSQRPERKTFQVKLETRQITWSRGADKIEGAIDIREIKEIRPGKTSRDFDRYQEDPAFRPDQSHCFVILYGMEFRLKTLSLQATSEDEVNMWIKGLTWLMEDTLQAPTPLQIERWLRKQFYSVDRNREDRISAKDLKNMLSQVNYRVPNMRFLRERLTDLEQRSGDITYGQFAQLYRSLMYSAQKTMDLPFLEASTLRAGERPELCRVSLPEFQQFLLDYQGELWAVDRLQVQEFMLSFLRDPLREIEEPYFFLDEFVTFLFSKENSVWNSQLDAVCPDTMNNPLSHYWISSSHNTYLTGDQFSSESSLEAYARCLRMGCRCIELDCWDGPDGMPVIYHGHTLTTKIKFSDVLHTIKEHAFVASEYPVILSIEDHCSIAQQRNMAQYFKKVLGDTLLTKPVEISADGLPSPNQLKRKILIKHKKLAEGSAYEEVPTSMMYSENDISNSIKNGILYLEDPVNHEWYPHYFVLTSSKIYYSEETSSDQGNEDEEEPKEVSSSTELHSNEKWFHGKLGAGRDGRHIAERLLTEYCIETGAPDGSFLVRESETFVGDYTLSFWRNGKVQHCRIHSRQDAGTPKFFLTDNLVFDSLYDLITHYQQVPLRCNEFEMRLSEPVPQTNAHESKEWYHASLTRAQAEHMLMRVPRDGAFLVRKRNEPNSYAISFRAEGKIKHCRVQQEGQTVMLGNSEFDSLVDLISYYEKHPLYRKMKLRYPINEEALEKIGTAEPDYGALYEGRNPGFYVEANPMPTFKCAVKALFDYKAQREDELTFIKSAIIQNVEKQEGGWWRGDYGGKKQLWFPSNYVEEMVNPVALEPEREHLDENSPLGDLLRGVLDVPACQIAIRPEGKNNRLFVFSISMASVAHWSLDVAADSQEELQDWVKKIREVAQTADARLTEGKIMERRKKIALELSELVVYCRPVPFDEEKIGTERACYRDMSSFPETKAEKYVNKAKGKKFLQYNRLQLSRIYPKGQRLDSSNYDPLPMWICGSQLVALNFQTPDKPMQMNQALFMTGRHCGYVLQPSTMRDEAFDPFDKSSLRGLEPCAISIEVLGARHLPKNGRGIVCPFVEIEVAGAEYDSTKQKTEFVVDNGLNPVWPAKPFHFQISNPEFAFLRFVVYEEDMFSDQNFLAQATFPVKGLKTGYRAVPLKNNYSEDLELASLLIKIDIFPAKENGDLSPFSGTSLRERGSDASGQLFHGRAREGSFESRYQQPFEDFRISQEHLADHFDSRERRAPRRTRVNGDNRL
PLC-beta3 inh – blocks human PLC-beta3 enzyme activity | 370,000 compounds, 0.18% hits | Purified PLC-beta3, fluorogenic substrate, fluorescence | Q01970 | inhibition, % at 12.2 µM; in the data active means inhibition above about 11%;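 further: 0% = median of compound wells on plate and 100% = full blocker control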
* marks the source's active call; other numbers are inactive results; nt = no result given. Rows were taken by chance, and some 7.4% of all compounds hit somewhere here.

Sequence of screens: ssDAF12 agonist	SMARCA2 activ	ADAM17 inh	hgDAF12 agonist	hcDAF12 agonist	Rev-erbA mod	MBD2 inh	DAX1 inh-1	DAX1 inh-2	PLCg1 inh	PLC-beta3 inh
Cn1c(SCC(=O)OC2CCCCC2)nnc1-c1ccc2c(c1)OCO2
→ -0.8	-4	-3	-0.8	0.4	-3	3	-0.1	0.8	-2	-1
Cc1cc(C)n(-c2ccc(C(=O)Nc3ccc(S(=O)(=O)N(C)C)cc3)cc2)n1
→ -2.6	-7	3	-7.4	-5.8	1	1	-2.5	-2.4	3	3
O=C(NCc1ccccc1)c1cccc(NC(=O)C2CC2)c1
→ -1.1	-3	-4	-4.5	-0.9	6	-1	-1.1	-1.0	4	0
COc1ccccc1CCc1nnc(CCC(=O)NCC[C@@H]2C[C@@H]3C=C[C@H]2C3)o1
→ 0.5	0	-1	-0.8	0.4	3	-4	-0.7	-0.1	1	-4
CCOC(=O)c1cc(-c2ccccc2)sc1NC(=O)CSc1nncs1
→ -1.1	1	-2	2.1	-0.3	-2	4	-0.4	-0.7	1	-2
CS(=O)(=O)Nc1cc2c3c(c1)CCC(=O)N3CCC2
→ -0.4	-2	-19	1.0	-1.4	-2	-3	0.1	0.1	-1	-10
Cc1ccc([N+](=O)[O-])c2cccnc12
→ -0.8	2	-1	1.0	-1.2	-2	-1	0.0	0.6	4	3
COc1ccc(-c2nn(-c3ccccc3)cc2C(=O)N2CCN(S(=O)(=O)c3ccccc3C#N)CC2)cc1
→ -0.8	1	-1	2.1	-1.6	-4	3	-0.3	-1.1	-3	-7
O=C(Nc1nnc([C@@H]2C[C@H](O)[C@@H](CO)O2)s1)c1ccccc1Cl
→ -1.3	-3	-5	0.6	1.1	0	10	0.6	nt	7	-1
Cc1cc(NC(=O)CCC(=O)N(c2ccccc2)C(C(=O)NC2CCCC2)c2ccncc2)no1 (stereo not given)
→ -0.7	-5	2	-2.0	-1.2	3	0	-0.3	1.6	4	5
Cc1nn(C)cc1NC(=O)CCSc1nc(-c2ccco2)cc(C(F)(F)F)n1
→ -1.4	2	4	0.7	-1.5	0	0	-0.5	-0.1	3	2
Cc1cccc(C)c1OCC(=O)NNC(=O)CNC(=O)c1ccc(OC(F)F)cc1
→ -1.3	-2	-5	0.6	-0.8	-6	2	-0.2	-0.3	-2	-5
c1ccc2c(c1)CCN(Cc1nnnn1Cc1ccc3c(c1)OCO3)C2
→ -1.1	2	-4	-1.2	-1.5	3	4	-0.4	0.5	-1	0
COc1cccc(NC2SC(=O)N(c3ccccc3)C2=O)c1 (stereo not given)
→ 0.3	8.0*	2	14*	7.1*	0	-1	5.5*	1.3	4	4
Cc1cccc(C)c1OCc1nnc2c3cnn(C)c3ncn12
→ -1.0	6	4	3.8	0.9	-1	3	-0.2	-0.4	-1	4
COc1ccc(CC(=O)N(C)Cc2cccc(F)c2)cc1S(=O)(=O)N1CCOCC1
→ -0.9	0	0	1.2	-0.8	-2	-5	-2.1	-5.1	0	-4
COc1cc2c(cc1OC)C(=O)CCS2
→ -1.0	1	-88	0.9	-2.1	-3	-4	-0.9	1.3	-364	-485
O=C(Nc1cccc(Cl)c1)C1=CC=CN2CCS(=O)(=O)N=C12
→ -0.8	1	-2	-2.2	-3.0	0	4	-0.1	0.2	0	-1
Oc1ccc(/C=N/N=C(c2ccccc2)c2ccccc2)c(O)c1O
→ -1.1	-4	4	-2.7	-0.8	-8	-5	-0.5	0.8	-2	-3
CN(C)S(=O)(=O)c1cccc(NC(=O)c2ccc(S(=O)(=O)N3CCCCC3)cc2)c1
→ -1.0	-2	-5	-2.0	-0.7	-7	0	-1.9	-1.1	1	-4

Copied from the listing, 10 compounds:
Sequence of screens: ssDAF12 agonist	SMARCA2 activ	ADAM17 inh	hgDAF12 agonist	hcDAF12 agonist	Rev-erbA mod	MBD2 inh	DAX1 inh-1	DAX1 inh-2	PLCg1 inh	PLC-beta3 inh
Cc1nn(C)cc1NC(=O)CCSc1nc(-c2ccco2)cc(C(F)(F)F)n1
→ -1.4	2	4	0.7	-1.5	0	0	-0.5	-0.1	3	2
Cc1cccc(C)c1OCC(=O)NNC(=O)CNC(=O)c1ccc(OC(F)F)cc1
→ -1.3	-2	-5	0.6	-0.8	-6	2	-0.2	-0.3	-2	-5
c1ccc2c(c1)CCN(Cc1nnnn1Cc1ccc3c(c1)OCO3)C2
→ -1.1	2	-4	-1.2	-1.5	3	4	-0.4	0.5	-1	0
COc1cccc(NC2SC(=O)N(c3ccccc3)C2=O)c1 (stereo not given)
→ 0.3	8.0*	2	14*	7.1*	0	-1	5.5*	1.3	4	4
Cc1cccc(C)c1OCc1nnc2c3cnn(C)c3ncn12
→ -1.0	6	4	3.8	0.9	-1	3	-0.2	-0.4	-1	4
COc1ccc(CC(=O)N(C)Cc2cccc(F)c2)cc1S(=O)(=O)N1CCOCC1
→ -0.9	0	0	1.2	-0.8	-2	-5	-2.1	-5.1	0	-4
COc1cc2c(cc1OC)C(=O)CCS2
→ -1.0	1	-88	0.9	-2.1	-3	-4	-0.9	1.3	-364	-485
O=C(Nc1cccc(Cl)c1)C1=CC=CN2CCS(=O)(=O)N=C12
→ -0.8	1	-2	-2.2	-3.0	0	4	-0.1	0.2	0	-1
Oc1ccc(/C=N/N=C(c2ccccc2)c2ccccc2)c(O)c1O
→ -1.1	-4	4	-2.7	-0.8	-8	-5	-0.5	0.8	-2	-3
CN(C)S(=O)(=O)c1cccc(NC(=O)c2ccc(S(=O)(=O)N3CCCCC3)cc2)c1
→ -1.0	-2	-5	-2.0	-0.7	-7	0	-1.9	-1.1	1	-4

Remaining list, next part
Sequence of screens: ssDAF12 agonist	SMARCA2 activ	ADAM17 inh	hgDAF12 agonist	hcDAF12 agonist	Rev-erbA mod	MBD2 inh	DAX1 inh-1	DAX1 inh-2	PLCg1 inh	PLC-beta3 inh
CCc1ccc(/C=C2\SC(=S)N(CCCC(=O)N3CCCC3)C2=O)cc1
→ -1.8	-12	-2	-1.7	-3.4	-4	1	0.2	-1.1	3	0
CCOC(=O)Nc1cccc(OCC(=O)Nc2ccc3c(c2)CCC3)c1
→ -1.5	0	2	-0.8	-2.0	7	2	-1.1	-0.4	0	0
Cc1cc(OC(=O)c2ccc(S(=O)(=O)N3CCCCC3)cc2)c([N+](=O)[O-])c(=O)[nH]1
→ -1.3	1	1	0.3	-0.9	1	1	-0.3	0.4	2	3
CN(C(=O)CSc1ccc2c(c1)OCCO2)c1ccccc1
→ -0.8	1	-3	8.8	2.1	-2	0	3.5	0.9	-2	-7
CCCCOc1ncnc2c1[nH]c1ccccc12
→ -2.1	0	-49	-3.2	0.5	0	-4	-2.2	-4.2	-27	-30
Cc1cc(C(=O)NCCCN2CCN(c3cc(Cl)ccc3C)CC2)n(-c2ccccc2)n1
→ -2.0	-2	-3	-3.5	-2.3	-7	7	-1.3	-0.5	1	2
Cc1ccc(NC(=O)CCNC(=O)c2ccco2)cc1
→ -1.6	0	5	-0.8	-0.3	-5	-4	0.0	1.2	1	2
CCN1CCCC1CNC(=O)C(=O)NCc1ccccc1 (stereo not given)
→ -1.7	-2	-2	-1.3	-2.0	1	1	-0.4	-1.0	0	-2
c1cc[n+](CCC[n+]2ccccc2)cc1
→ -1.5	-1	0	-1.8	-1.4	4	7	0.1	1.1	-1	-4
CN(C(=O)COc1cccc(Br)c1)C1CCS(=O)(=O)C1 (stereo not given)
→ -1.3	1	0	-1.0	-1.0	3	2	0.2	-0.1	4	5
CCOC(=O)C1=C(C)NC(=O)CC1c1ccccc1 (stereo not given)
→ -1.3	5	0	-1.6	0.6	3	-7	0.0	-0.7	0	4
C=CCN1CCN(C(CCC)c2nnnn2Cc2ccco2)CC1 (stereo not given)
→ -1.3	0	0	1.8	-1.2	-1	-6	0.1	1.3	1	5
Cc1nonc1C(=O)N1CCCC(N2CCN(c3ccc(F)cc3)CC2)C1 (stereo not given)
→ -2.0	0	-5	-2.1	-4.1	-8	2	0.1	-0.2	-1	-20
CCCN(CCC)CCN1C(=O)C2C(C(=O)Nc3ccc(C)cc3)C3C=CC2(O3)C1C(=O)NC1CCCCC1 (stereo not given)
→ -0.3	5	0	0.8	-0.5	0	5	0.1	0.9	2	-4
Cc1cc(C)c2nc(N(CCN(C)C)C(=O)/C=C/c3cccs3)sc2c1
→ -0.3	-4	-2	-0.5	-0.5	-10	3	1.1	0.1	-16	-31
Cc1ccc(NC2=NCCCCC2)cc1C
→ -0.7	-2	-2	2.2	0.1	-3	5	-0.3	1.0	0	1
Cc1ccc(NC(=O)C(C)OC(=O)Cn2cnc3ccccc3c2=O)cc1 (stereo not given)
→ -0.5	2	-4	0.3	0.5	1	-1	0.7	-1.5	2	-4
CCOC(=O)C1CCN(S(=O)(=O)c2ccc3[nH]c(=O)oc3c2)CC1
→ -0.5	-1	0	2.5	-1.7	2	4	0.0	1.2	0	0
COc1ccc(Br)c(C(=O)N2CCN(S(=O)(=O)c3cccs3)CC2)c1
→ -0.3	-1	-1	-2.0	-1.3	-8	-2	0.8	1.4	1	-5
CC(C)c1ccc(NC(=O)C(c2ccc3c(c2)OCO3)N2CCCCC2)cc1 (stereo not given)
→ -0.7	0	1	4.2	1.4	-5	7	1.2	1.6	5	-3
Cc1c(-c2ccccc2)[n+](=O)c2c(n1[O-])CCC2
→ -0.9	3	-1	0.8	2.1	1	-1	-0.6	0.7	3	7

Bioassay records: PubChem, several laboratories
